# 14-3-3 Bad PPI: disrupts binding of bovine 14-3-3 zeta to phospho-Bad peptide; AID 781; hit rate 0.71% among 220,000; TR-FRET 14-3-3zeta/Dy647-pBad peptide displacement, 1 h; P63103; inhibition, % at 21.7 µM;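 active = inhibition above about 70%, limit read from the data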;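 note: 0% = full 14-3-3 plus peptide FRET controls and 100% = background without 14-3-3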
# Target sequence (P63103 whole entry, looked up): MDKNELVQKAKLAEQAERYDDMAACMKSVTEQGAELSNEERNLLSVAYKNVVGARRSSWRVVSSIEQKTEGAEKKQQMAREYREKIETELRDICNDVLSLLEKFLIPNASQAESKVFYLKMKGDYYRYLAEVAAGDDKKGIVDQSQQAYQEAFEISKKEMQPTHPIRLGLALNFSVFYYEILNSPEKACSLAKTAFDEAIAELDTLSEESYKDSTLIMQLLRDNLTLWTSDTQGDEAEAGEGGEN
# Rad51 HR inh: blocks human Rad51 in homologous recombination. Q06609. hRad51 DNA strand exchange, fluorescence dequenching. inhibition, % at 10 µM. hit rate 0.085% among 200,000;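 active = inhibition above 40% at the single screening dose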;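 note: 0% = DMSO control wells and 100% = blanks with heterologous ssDNA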
#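 Material: hRad51 filaments on single-stranded DNA; Reagent: Donor/quencher-labelled 47-bp dsDNA substrate; Compound: 10 µM final, single point; Schedule: 37 °C 15-min filament assembly, 30-min compound preincubation, 15-min exchange; Technique: FRET fluorescence, excitation 485 nm, emission 520 nm; Benchmarks: control wells and blank wells on each plate.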
# eIF4E-4G inh: inhibitors of eIF4E and eIF4G interaction in translation initiation; P63073+Q04637; TR-FRET eIF4E-eIF4GI(517-606) binding, 2 h; inhibition, % at 21.7 µM; hit rate 0.37% among 220,000; AID 782;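 active = inhibition above about 30%, limit read from the data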;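 note: 0% = full FRET control wells and 100% = background wells lacking eIF4GI fragment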
# MDM2 E3 inh: inhibitors of human Mdm2 E3 ubiquitin ligase | cell-based MDM2 ubiquitination luciferase reporter, 2 h; 0 = plate control, 100 = twice control, blank-subtracted | signal enhancement, % at 5 µM | hit rate 0.11% among 210,000 | AID 1230;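 active = signal enhancement of 30% or more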;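 note: luminescence tracks abundance of the self-degrading MDM2-luciferase fusion protein; higher signal means inhibition of MDM2 E3 ligase activity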
# Target sequence (Q00987 whole entry, looked up, the tested form may be a part): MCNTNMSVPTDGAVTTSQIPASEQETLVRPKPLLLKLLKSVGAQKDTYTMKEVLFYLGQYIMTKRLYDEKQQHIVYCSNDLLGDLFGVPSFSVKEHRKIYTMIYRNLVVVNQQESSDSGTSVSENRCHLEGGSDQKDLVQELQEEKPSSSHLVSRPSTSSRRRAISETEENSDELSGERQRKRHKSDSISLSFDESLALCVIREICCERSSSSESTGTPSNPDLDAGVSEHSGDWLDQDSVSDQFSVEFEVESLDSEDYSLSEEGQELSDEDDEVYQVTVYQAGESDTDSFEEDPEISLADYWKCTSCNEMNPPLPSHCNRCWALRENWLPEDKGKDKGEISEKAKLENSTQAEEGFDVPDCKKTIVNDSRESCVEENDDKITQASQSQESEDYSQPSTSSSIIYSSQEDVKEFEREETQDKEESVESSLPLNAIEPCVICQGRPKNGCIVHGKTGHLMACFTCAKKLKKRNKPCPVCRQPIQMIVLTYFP
#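 system = mammalian cells stably expressing self-ubiquitinating, self-degrading MDM2 E3–luciferase fusion | quantity = 2000 cells per well seeded | incubation = 4 h cell settling then 2 h compound exposure, 37 °C | signal = SteadyLite luminescence, 15 min reagent step | benchmarks = plate control and blank wells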
# hK5 inh: kallikrein 5 (human) inhibition | Q9Y337 | recombinant hK5, fluorogenic AMC substrate cleavage | inhibition, % at 5 µM | hit rate 0.59% among 210,000 | AID 873;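 active = inhibition of 40% or more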;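 note: 0% = enzyme controls without compound and 100% = no-enzyme blanks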
# FXIa inh: factor XIa (human) inhibition. hit rate 0.14% among 220,000. P03951. purified FXIa, Boc-Glu-Ala-Arg-AMC fluorogenic substrate. inhibition, % at 5 µM. AID 798;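 active = inhibition of at least 40%; inactive = inhibition below 40%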;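 note: fluorescence of freed AMC excited at 355 nm; 0% = enzyme without compound and 100% = no enzyme blank; many of its hits are not listed in these tables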
# p97 ATPase inh: human p97 ATPase inhibition; P55072; recombinant p97 ATPase, Kinase-Glo ATP luminescence, 3 h; inhibition, % at 8 µM; hit rate 0.42% among 220,000; AID 1481; in the data active = inhibition above about 15%;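 note: 0% = DMSO vehicle and 100% = wells lacking enzyme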
# Wee1 stabilizer: blocks degradation of human Wee1 kinase | HeLa Luc-Wee1K328M stability, luciferase luminescence; 100% = proteasome inhibitor MG132 effect | P30291 | hit rate 1.2% among 220,000 | reporter increase, % at 5 µM;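 active = activation above the mean of all tested compounds plus 3 SD, set per screening run, cut at about 8.8% in these data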;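 note: cells exposed to compound for 20 h before luminescence read; 0% = DMSO alone and 100% = MG132 at 30 µM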
# FXIIa inh: factor XIIa (human) inhibition. purified FXIIa, Boc-QGR-AMC fluorogenic substrate, 2 h. inhibition, % at 5 µM. hit rate 0.3% among 220,000. AID 800; in the data active = inhibition above about 40%;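 note: 0% = enzyme with no compound and 100% = blank without enzyme; many of its hits are not listed in these tables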
# Starred values were filed as active, the others as inactive; i = inactive; · = no result given; [ ] = dose if it differs, or a comment.
SMILES,14-3-3 Bad PPI,Rad51 HR inh,eIF4E-4G inh,MDM2 E3 inh,hK5 inh,FXIa inh,p97 ATPase inh,Wee1 stabilizer,FXIIa inh
Cc1ccc(N(CC(=O)Nc2cc(Cl)ccc2Oc2ccccc2)S(C)(=O)=O)cc1C,11,16,-5,-14,1,-2,-11,3,11
COC(=O)c1ccc(OC)c(CSc2nnc(COc3ccc(OC)cc3)o2)c1,-11,7,-6,-9,-23,-10,-3,1,8
COc1ccc(N2CCN(C(=O)c3ccc(Br)cc3)CC2)c([N+](=O)[O-])c1,-2,-5,3,5,1,-1,1,-1,10
O=C(Nc1ccc(Cl)cc1)NC1CCS(=O)(=O)C1 (configuration not stated),-2,2,3,-28,-5,7,-3,-3,15
COc1ccccc1NC(=S)NC(NC(C)=O)C(Cl)(Cl)Cl (configuration not stated),-4,·,-4,-7,-3,0,7,-2,3
c1ccc2c(CSCc3nc4ccccc4[nH]3)cccc2c1,-6,-9,-1,-12,3,-17,-7,-1,3
Cc1nc2ccccc2c2nc(NC(=O)Cc3ccccc3)nn12,5,-1,0,0,-7,4,3,2,3
CCN1CCN(C(c2ccccc2)c2nnnn2CCc2ccc(OC)c(OC)c2)CC1 (configuration not stated),39[fluorescence artefact?],-7,-2[fluorescence artefact?],4,2,2,3,-1,9
CC(=O)c1cccc(NC(=O)C2CCCN2S(=O)(=O)c2cccc3cccnc23)c1 (configuration not stated),8,-2,1,-14,11,1,8,-1,4
Cc1noc(C)c1COc1ccc(C(=O)OCC(=O)OC(C)(C)C)cc1,-5,5,-4,2,-1,-2,3,0,5
CCOC(=O)C(=O)N1CCN(c2cc3c(cc2[N+](=O)[O-])n(C)c(=O)n3C)CC1,-6,-4,-1,1,1,-1,1,-1,7
c1ccc(OCCOCCN2CCOCC2)cc1,5[fluorescence artefact?],-3,-3[fluorescence artefact?],-16,5,4,2,-1,14
COc1cc(-c2nnc(CSc3nnc(Nc4ccc(Oc5ccccc5)cc4)s3)o2)cc(OC)c1OC,-3[fluorescence artefact?],-6,-1,-22,-7,5,-1,0,7
CCC(C)NC(=O)CN1C(=O)NC2NC(=O)NC21 (configuration not stated),-4,9,-5,·,-1,0,5,-2,12
O=C(Cc1cccc(C(F)(F)F)c1)Nc1ccccc1,-11,-10,-1,-5,-6,0,-3,4,13

# Record cards, as listed above.
# Listed for Cc1nc2ccccc2c2nc(NC(=O)Cc3ccccc3)nn12 = 14-3-3 Bad PPI: 5; Rad51 HR inh: -1; eIF4E-4G inh: 0; MDM2 E3 inh: 0; hK5 inh: -7; FXIa inh: 4; p97 ATPase inh: 3; Wee1 stabilizer: 2; FXIIa inh: 3
# Listed for O=C(Cc1cccc(C(F)(F)F)c1)Nc1ccccc1 = 14-3-3 Bad PPI: -11; Rad51 HR inh: -10; eIF4E-4G inh: -1; MDM2 E3 inh: -5; hK5 inh: -6; FXIa inh: 0; p97 ATPase inh: -3; Wee1 stabilizer: 4; FXIIa inh: 13

# Later entries
SMILES,14-3-3 Bad PPI,Rad51 HR inh,eIF4E-4G inh,MDM2 E3 inh,hK5 inh,FXIa inh,p97 ATPase inh,Wee1 stabilizer,FXIIa inh
CC1(C)CC(=O)C(C=NCC(O)c2ccccc2)=C(O)C1 (configuration not stated),7,8,1,1,-10,-2,2,-1,7
N=C(N)Cc1ccccc1Sc1ccccc1,-4[fluorescence artefact?],·,2[fluorescence artefact?],-19,-14,5,1,-1,11
Cc1c(N=Cc2cccs2)c(=O)n(-c2ccccc2)n1C,-10,-2,2,-19,-16,4,-3,-2,15
COc1cccc(C(=O)Nc2cc(=O)n(C)c(=O)n2C)c1OC,16,9,-3,2,-7,3,-4,-1,6
COc1ccc(CN2C(=O)/C(=C/c3ccc(-c4ccc(Cl)c(C(=O)O)c4)o3)SC2=S)cc1,77*,i,65*,-8,-18,-19,8,-1,0
c1ccc(Cn2ncc3c(N4CCOCC4)ncnc32)cc1,-13,7,6[fluorescence artefact?],-5,-9,-5,1,2,-1
Cc1ccc(S(=O)(=O)Nc2ccc(NC(=O)c3cccnc3)cc2)cc1,-7,8,1,1,-2,-3,5,1,5
O=[N+]([O-])c1cccnc1Sc1n[nH]c(-c2ccc(Cl)cc2)n1,5,-1,-2,-9,1,1,11,-1,3
O=C(NCc1ccccn1)/C(=C/c1ccco1)NC(=O)c1ccccc1,1,·,4,4,-4,3,-2,5,10
O=C(COC(=O)/C=C/c1ccc(Cl)cc1Cl)Nc1cc(C(F)(F)F)ccc1N1CCOCC1,14[fluorescence artefact?],-30,-3,-7,-5,7,8,0,13
CCOc1ccc(-n2c(=S)sc3c(=O)[nH]c(SCC(=O)NCc4ccco4)nc32)cc1,14,5,0,4,-3,-5,4,-2,1
C/C=C/C(=O)OCC(=O)Nc1ccc(OC)c(OC)c1,2,-4,-2,1,-3,-4,7,-2,1
CN(/N=C/c1cccs1)c1cc(=O)n(C)c(=O)[nH]1,-8,7,5,-10,5,7,0,-1,16
Cc1ccc(S(=O)(=O)c2nc(-c3cccs3)oc2SCC(N)=O)cc1,6,-3,-4,-15,15,2,1,0,13
CC(=O)C1=C(C)NC(SCC(N)=O)=C(C#N)C1c1ccco1 (configuration not stated),-22,1,0,5,-24,-2,2,-4,-1

# In the list so far, these have an NH in an aromatic ring.
SMILES,14-3-3 Bad PPI,Rad51 HR inh,eIF4E-4G inh,MDM2 E3 inh,hK5 inh,FXIa inh,p97 ATPase inh,Wee1 stabilizer,FXIIa inh
c1ccc2c(CSCc3nc4ccccc4[nH]3)cccc2c1,-6,-9,-1,-12,3,-17,-7,-1,3
O=[N+]([O-])c1cccnc1Sc1n[nH]c(-c2ccc(Cl)cc2)n1,5,-1,-2,-9,1,1,11,-1,3
CCOc1ccc(-n2c(=S)sc3c(=O)[nH]c(SCC(=O)NCc4ccco4)nc32)cc1,14,5,0,4,-3,-5,4,-2,1
CN(/N=C/c1cccs1)c1cc(=O)n(C)c(=O)[nH]1,-8,7,5,-10,5,7,0,-1,16

# New compounds follow.
SMILES,14-3-3 Bad PPI,Rad51 HR inh,eIF4E-4G inh,MDM2 E3 inh,hK5 inh,FXIa inh,p97 ATPase inh,Wee1 stabilizer,FXIIa inh
Cc1cc(C)nc(/N=C(\N)Nc2ccc(OCc3ccccc3)cc2)n1,7,2,2,-30,-2,-2,10,2,3
O=C(Nc1ccccc1-c1ccccc1)C(=O)Nc1ccccc1-c1ccccc1,1,-4,-8,·,-2,-5,4,0,1
N#C/C(=C\c1c(N(Cc2ccccc2)Cc2ccccc2)nc2ccccn2c1=O)C(N)=O,-3,5,-3,-16,4,6,6,-1,9
O=C1NCCN/C1=C\C(=O)c1ccc(F)cc1,-1,-14,-1,-7,1,-2,3,2,3
CC(C)NC(=O)CCCc1cn(C)c2ccccc12,·,-15,·,-9,-3,-4,-2,0,10
CCn1cc(C(=O)NCC2CCCO2)c(=O)c2cc(F)c(N3CCN(C)CC3)cc21 (configuration not stated),-5,5,-1,-16,6,-2,2,-1,10
CCN1CCN(C(=O)c2ccc3c(=O)n(CCC4=CCCCC4)c(=O)[nH]c3c2)CC1,-1,-1,-10,-5,17,-2,2,-1,7
Cc1ccc(C)c(NC(=O)CSc2nnc([C@@H]3CCCN3C(=O)OC(C)(C)C)o2)c1,-1,-7,-4,16,-10,4,-10,0,-4
CC(=O)OC(C(=O)NCc1ccco1)c1ccncc1 (configuration not stated),-1,-7,4,-17,-15,2,4,-2,15
COCCn1c(C)cc(C2=NNC(=NC3CC3)SC2)c1C,-9,-3,-1,-95,-19,1,-2,-7,-1
CCCOc1ccc(OCC(=O)c2[nH]c(C)c(C(C)=O)c2C)cc1,7[fluorescence artefact?],-3,-11,10,3,6,1,3,16
CCN(CC)S(=O)(=O)c1ccc(C2=NOC3(C2)N(C)c2ccccc2C3(C)C)cc1 (configuration not stated),-36,1,11,-10,-16,4,1,-3,13
CCCCNCC(O)(c1ccc(Cl)cc1)c1ccc(Cl)cc1,-6,-2,1,8,-2,-5,-5,-2,6

# No new results follow: an excerpt of the list.
SMILES,14-3-3 Bad PPI,Rad51 HR inh,eIF4E-4G inh,MDM2 E3 inh,hK5 inh,FXIa inh,p97 ATPase inh,Wee1 stabilizer,FXIIa inh
Cc1cc(C)nc(/N=C(\N)Nc2ccc(OCc3ccccc3)cc2)n1,7,2,2,-30,-2,-2,10,2,3
O=C(Nc1ccccc1-c1ccccc1)C(=O)Nc1ccccc1-c1ccccc1,1,-4,-8,·,-2,-5,4,0,1
N#C/C(=C\c1c(N(Cc2ccccc2)Cc2ccccc2)nc2ccccn2c1=O)C(N)=O,-3,5,-3,-16,4,6,6,-1,9
O=C1NCCN/C1=C\C(=O)c1ccc(F)cc1,-1,-14,-1,-7,1,-2,3,2,3
CC(C)NC(=O)CCCc1cn(C)c2ccccc12,·,-15,·,-9,-3,-4,-2,0,10
